bovine MsrA act: activators of bovine methionine sulfoxide reductase A; purified bovine MsrA, absorbance read-out; activation, % at 10.6 µM; 360,000 tested, 0.3% active; AID 602163; in the data active means activation above about 7.5%;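 further: 0% = vehicle and 100% = reference activator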
Neddyl block: cullin neddylation inhibition. 360,000 tested, 0.58% active. TR-FRET cullin neddylation, biochemical. calls only at 25 µM. P61081+Q13564; in the data active means inhibition above about 36%
FAS TE block: blocks the thioesterase domain of human fatty acid synthase; P49327; inhibition, % at 15 µM; AID 602261; 360,000 tested, 0.67% active; recombinant FAS-TE, OMFH fluorogenic substrate, fluorescence endpoint;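 active means compounds whose normalised, plate-corrected inhibition of enzyme fluorescence in the single-dose primary screen is 50% or more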;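 further: 0% = DMSO with enzyme and 100% = substrate without enzyme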
Rin1-Abl PPI inh: inhibitors of human Rin1-Abl protein interaction; 360,000 tested, 0.4% active; TR-FRET Rin1/Abl binding, biochemical; AID 588664; inhibition, % at 7.35 µM; in the data active means inhibition above about 5%, passing the limit was not always enough
CSN inh: CSN deneddylation inhibition; Q92905; Purified CSN, SCF-Nedd8-OG deneddylation, fluorescence polarization; inhibition, % at 12.5 µM; 360,000 tested, 0.38% active;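 active means pattern-corrected inhibition above about 35%, with an unprinted fluorescence ratio check between 0.5 and 1.5, limit read from the data, passing the limit was not always enough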;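 further: 0% = enzyme with substrate and 100% = substrate without enzyme; some results filed as inactive read as strong as hits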
Target sequence (Q92905 whole entry, looked up, one chain of several): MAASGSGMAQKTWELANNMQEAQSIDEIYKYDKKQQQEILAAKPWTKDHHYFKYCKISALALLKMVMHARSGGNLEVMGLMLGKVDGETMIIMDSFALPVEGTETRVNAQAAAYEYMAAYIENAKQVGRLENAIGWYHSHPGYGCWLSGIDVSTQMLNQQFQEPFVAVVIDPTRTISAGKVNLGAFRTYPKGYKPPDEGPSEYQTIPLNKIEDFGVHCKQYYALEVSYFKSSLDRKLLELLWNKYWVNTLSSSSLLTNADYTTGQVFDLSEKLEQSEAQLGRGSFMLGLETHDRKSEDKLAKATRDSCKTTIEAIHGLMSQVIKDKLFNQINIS
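Detection – fluorescence polarization · System – HEK293T-derived human Csn5 enzyme · Controls – substrate-only high control, full reaction low control · Timing – 90 min, room temperature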
eLon inh: E. coli protease La inhibition | purified E. coli Lon protease, fluorescence polarization | inhibition, % at 7.94 µM | 360,000 tested, 0.42% active | AID 602123; in the data active means inhibition above about 13%, passing the limit was not always enough;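 further: 0% = enzyme with probe and DMSO and 100% = no enzyme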
MsrA inhibitor: inhibitors of bovine MsrA; purified bovine MsrA, absorbance read-out; inhibition, % at 15.5 µM; 360,000 tested, 0.75% active; AID 651718; in the data active means inhibition above about 4.5%;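 further: 0% = vehicle wells with enzyme and 100% = reference inhibitor wells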
MLLE-PAM2 inh: inhibitors of microRNA-mediated deadenylation, human PABP1 MLLE binding; GST-MLLE / FITC-PAM2 fluorescence polarization; inhibition, % at 20 µM; P11940; AID 588489; 360,000 tested, 0.36% active; in the data active means inhibition above about 35%, passing the limit was not always enough;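 further: plate controls were DMSO wells with GST-MLLE for no effect and wells lacking GST-MLLE protein for full effect; some results filed as inactive read as strong as hits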
Target sequence (P11940 whole entry, looked up): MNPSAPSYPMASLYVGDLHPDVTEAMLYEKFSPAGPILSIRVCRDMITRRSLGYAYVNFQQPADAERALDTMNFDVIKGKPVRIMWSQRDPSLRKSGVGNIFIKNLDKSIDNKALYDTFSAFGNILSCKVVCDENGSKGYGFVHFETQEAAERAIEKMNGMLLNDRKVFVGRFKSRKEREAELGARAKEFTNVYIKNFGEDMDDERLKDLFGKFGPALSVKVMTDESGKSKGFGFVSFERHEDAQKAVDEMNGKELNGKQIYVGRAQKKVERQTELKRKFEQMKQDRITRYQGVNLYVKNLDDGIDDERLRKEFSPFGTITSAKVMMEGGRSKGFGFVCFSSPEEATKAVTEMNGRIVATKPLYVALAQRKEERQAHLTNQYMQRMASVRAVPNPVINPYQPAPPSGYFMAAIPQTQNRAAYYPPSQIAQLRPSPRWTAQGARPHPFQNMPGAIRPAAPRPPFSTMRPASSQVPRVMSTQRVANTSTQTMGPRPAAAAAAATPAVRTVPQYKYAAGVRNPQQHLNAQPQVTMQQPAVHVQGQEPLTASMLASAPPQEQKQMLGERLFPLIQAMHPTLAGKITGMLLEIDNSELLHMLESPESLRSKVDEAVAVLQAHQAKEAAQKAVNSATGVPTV
TbMetRS inhib: Trypanosoma brucei MetRS inhibition | purified T. brucei MetRS, ATP depletion, Kinase-Glo luminescence | 360,000 tested, 0.4% active | inhibition, % at 11.9 µM | AID 624268;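 active means inhibition above a per-plate cutoff of the control wells' mean inhibition plus 3 SD, cut at about 5.5% in these data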;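 further: 0% = DMSO wells median and 100% = median of wells with control inhibitor compound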
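technique = Kinase-Glo luminescence, ATP depletion format | system = purified MetRS (methionyl-tRNA synthetase) enzyme from Trypanosoma brucei | timing = 15 min preincubation, 2 h reaction, all 25 °C | evaluation = percent inhibition versus plate control medians | dosing = single dose, 11.9 µM final nominal, 0.9% final DMSO | also added = substrates ATP, L-methionine and bulk Escherichia coli tRNA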
The depositor's hits bear a star; i = inactive; / = no result given; + = active, no number.

SMILES | bovine MsrA act | Neddyl block | FAS TE block | Rin1-Abl PPI inh | CSN inh | eLon inh | MsrA inhibitor | MLLE-PAM2 inh | TbMetRS inhib
Cc1ccc(NC(=O)CC2C(=O)NCCN2C(=S)Nc2ccccc2)c(C)c1 (centres undefined) | -1 | i | -5 | 1 | -17 | 3 | -0.8 | -40 | 0.3
COCCNC(=S)N/N=C(\C)c1ccc2cc(OC)ccc2c1 | -4 | i | 16 | 0 | 3 | 0 | 2.1 | -5 | 0.7
CC(C)CC(=O)Nc1cccc(-c2cn3ccsc3n2)c1 | -3 | i | -5 | 0 | 1 | -2 | -0.1 | 11 | -1.4
Cc1ccc2nc(SCC(=O)Nc3ccccc3N3CCOCC3)c(C#N)cc2c1 | -8 | i | 10 | -2 | 5 | -10 | 0.4 | -6 | -0.8
CC(C)OCc1c(C(=O)OC/C(O)=C(\C#N)c2nc3ccccc3[nH]2)oc2ccccc12 | 1 | i | -6 | 2 | 0 | -13 | 0.4 | -24 | -0.6
COc1ccc(C2c3ccc(O)cc3Oc3ncn4nc(-c5ccccn5)nc4c32)cc1OC (centres undefined) | -2 | i | -4 | -4 | 5 | -1 | -0.2 | -34 | 1.3
COc1ccc(C(C)=O)cc1COC(=O)CNC(=O)c1cc(C)cc(C)c1 | 1 | i | 7 | 1 | 7 | -5 | -0.3 | 1 | 0.9
O=C(COc1ccc(Cl)cc1Cl)N(C1CCCCC1)C1CCS(=O)(=O)C1 (centres undefined) | 0 | i | 18 | 1 | 1 | -1 | -0.5 | 1 | -0.3
O=C(COC(=O)Cn1[nH]c(=O)c2ccccc2c1=O)NNC(=O)c1ccccc1 | -2 | i | -4 | 2 | -2 | -7 | -1.6 | -10 | -0.1
CCN1CCN(C(c2cccs2)C(C)NC(=O)NC2CCCCC2)CC1 (centres undefined) | -1 | i | -9 | -1 | 2 | -11 | 0.1 | 4 | -0.1
O=C(CCNC(=O)c1ccccc1)NCCc1ccc(Cl)cc1 | 0 | i | -4 | 3 | 0 | -2 | 0.5 | -8 | 0.6
CCOCCn1ccc2c(OCC(=O)Nc3ccc(OC)c(OC)c3)cccc2c1=O | 4 | i | -2 | 1 | 1 | 9 | -1.1 | -5 | -0.3
O=C(Nc1ccc(O)cc1C(=O)O)c1cccc(Br)c1 | -4 | i | -9 | 16* | -1 | 0 | -0.6 | 9 | -0.9
Cn1c(SCC(=O)Nc2cccc(NC(=O)c3cccs3)c2)nnc1-c1ccncc1 | 0 | i | -7 | -5 | 3 | -5 | 0.1 | 3 | -1.7
Cc1ccc(Nc2nc(N)nc(CSc3nccn3C)n2)cc1 | -4 | i | -5 | 5 | -1 | 1 | 0.1 | 0 | 0.2
O=C(NCc1ccco1)c1cccc(NC(=O)c2ccco2)c1 | -5 | i | -4 | 1 | 1 | 1 | -1.0 | -4 | -1.1
CCNC(=O)N(C)c1c(CC)nc2ccc(C(=O)Nc3cccc(OCC(=O)N(C)C)c3)cn12 | -2 | i | -13 | 1 | 1 | 12 | 1.3 | 12 | -0.1
COc1ccc(C)cc1NC(=O)C1CCCCC1C(=O)O (centres undefined) | 3 | i | -3 | -2 | -2 | -1 | -0.7 | -1 | 0.5
FC(F)(F)c1cccnc1N1CCN(c2ncnc3nc[nH]c23)CC1 | 1 | i | 7 | -2 | 0 | -2 | 1.6 | 5 | -0.2
C#CCOc1ccc(C2C3=C(CC(C)(C)CC3=O)N(CC(=O)O)C3=C2C(=O)CC(C)(C)C3)cc1 | -2 | / | 0 | 0 | 3 | 2 | 1.6 | 12 | 0.4

One compound at a time (already shown). Order of values: bovine MsrA act	Neddyl block	FAS TE block	Rin1-Abl PPI inh	CSN inh	eLon inh	MsrA inhibitor	MLLE-PAM2 inh	TbMetRS inhib
CCNC(=O)N(C)c1c(CC)nc2ccc(C(=O)Nc3cccc(OCC(=O)N(C)C)c3)cn12 across the screens: -2	i	-13	1	1	12	1.3	12	-0.1
CCOCCn1ccc2c(OCC(=O)Nc3ccc(OC)c(OC)c3)cccc2c1=O across the screens: 4	i	-2	1	1	9	-1.1	-5	-0.3

Other records follow:
SMILES | bovine MsrA act | Neddyl block | FAS TE block | Rin1-Abl PPI inh | CSN inh | eLon inh | MsrA inhibitor | MLLE-PAM2 inh | TbMetRS inhib
Cc1ccc2c(c1)N(S(=O)(=O)c1cc(-c3cc(C)no3)ccc1C)CCO2 | -10 | i | 26 | -2 | -3 | 6 | 2.5 | -1 | -1.1
c1cnc2ccc(C(c3nnnn3C3CCCCC3)N3CCCCC3)cc2c1 (centres undefined) | -4 | i | 0 | -2 | -5 | -4 | 0.1 | 1 | -0.9
Cn1ccnc1SCC(=O)Nc1cccc(S(=O)(=O)N2CCCCCC2)c1 | -3 | i | -5 | 1 | 0 | -5 | -1.4 | -65 | -0.6
CNC(=O)C1(C)CCN1C(=O)c1ccccc1CCc1ccccc1 (centres undefined) | 0 | i | -3 | -3 | 3 | -8 | -1.6 | 2 | -0.1
Cc1ccc(C)c(C(=O)CSc2n[nH]c(C)n2)c1 | 0 | i | -2 | 2 | -6 | 5 | -1.8 | 16 | 0.2
COc1cc(NC(=O)NCCN2CCN(c3ccccc3)CC2)cc(OC)c1OC | 0 | i | -2 | 3 | 2 | 4 | -0.8 | 4 | -0.2
C=CCc1cccc(CNc2nc3ccccc3n2C)c1O | -1 | i | 22 | -2 | 3 | 4 | -0.5 | -9 | 28*
O=C(CNC(=O)c1ccccc1Cl)OC1CCOC1=O (centres undefined) | -3 | i | -2 | 5 | -1 | 0 | -0.5 | -4 | 0.0
COc1ccc(Cn2c(=O)oc3ccc(C)cc32)cc1 | -4 | i | 13 | 3 | -2 | -5 | -0.1 | -1 | -0.4
CCN(CC)C(=O)N1c2ccccc2Sc2ccccc21 | -2 | i | 21 | -3 | 2 | 1 | -1.5 | -4 | -0.8
O=C(NCc1ccc(F)c(F)c1)c1ccc(-c2ccc(F)c(F)c2)c2ccoc12 | -3 | i | 21 | -3 | 1 | -2 | 0.9 | -10 | -0.2
Cc1ccccc1C(=O)NC(=S)NCCc1ccccc1 | -4 | i | 21 | 0 | -4 | 4 | 0.3 | 35 | 0.1
COc1ccc(/C=N/Nc2cc(C)nc3c(C)cccc23)cc1 | -4 | + | 4 | -4 | 4 | 0 | -0.1 | -52 | 0.2
O=C(CN(Cc1ccc(F)cc1)C(=O)CNS(=O)(=O)c1ccccc1)NCC1CCCO1 (centres undefined) | -1 | i | -4 | 0 | 3 | -3 | -0.5 | 8 | -0.2
CC(=O)Nc1ccc(N(C(=O)CNC(=O)c2ccco2)C(C(=O)NCc2ccco2)c2ccccc2F)cc1 (centres undefined) | 0 | i | -11 | 2 | 3 | 1 | 0.4 | -1 | -0.4
CC1(C)CN(c2ccccc2)C(=O)[C@H]1CC(=O)Nc1ccccc1 | -2 | i | -5 | -2 | 1 | -7 | 0.2 | 18 | -1.0
CC1CCN(S(=O)(=O)c2ccc(-c3nnc(SCc4cccnc4)o3)cc2)CC1 | 6 | i | -20 | -3 | 0 | -4 | 1.3 | -88 | -0.3
Cc1cccc(C)c1NC(=O)CCCn1nc(C)c2c(C)n(-c3ccccc3)nc2c1=O | -3 | i | 0 | -5 | 0 | -4 | -0.5 | 11 | 0.1
Cc1cc(C)cc(NC(=O)C(OC(=O)c2cc[n+]([O-])cc2)c2ccccc2)c1 (centres undefined) | -2 | i | 1 | 3 | -10 | -3 | -0.7 | 7 | -0.2
COc1ccc(/C(O)=C2/C(=O)C(=O)N(CCN3CCOCC3)C2c2ccccn2)cc1OC (centres undefined) | -2 | i | -6 | -2 | -10 | 2 | 1.2 | -1 | -0.4
Cc1ccccc1NC(=O)c1cc(S(=O)(=O)N2CCOCC2)cs1 | 0 | i | -1 | 0 | -4 | 1 | -0.2 | -9 | 2.1
O=C(Cc1ccccn1)c1ccc(Cl)cc1 | 0 | i | -4 | 0 | -3 | -2 | -0.2 | -4 | 0.0
O=C(NCc1ccncc1)C1Cc2c(-c3ccccc3Oc3ccccc3)ccnc2O1 (centres undefined) | -4 | i | -6 | -3 | 0 | -9 | 0.2 | 7 | -0.1
O=C(CNC(=O)c1ccc(Br)o1)NNC(=O)c1ccc(Cl)cc1 | 1 | i | -6 | 0 | 6 | -3 | -1.2 | 5 | -0.2
CCOC(=O)c1ccc(NC(=O)CSc2nnc(C3CC3)n2C)cc1 | 0 | i | -4 | -1 | 2 | 4 | 0.5 | -5 | -0.3
CC(C)c1cc(C(=O)NNC(=S)NCc2ccco2)c(O)c(C(C)C)c1 | 0 | / | 13 | -3 | -1 | -1 | -0.3 | 5 | -0.6
C=CCN(c1ccccc1C(=O)NCC(=O)OCC)S(=O)(=O)c1ccc(C)cc1 | -1 | i | -4 | 6 | -3 | -6 | -0.7 | -6 | 2.6
O=C(CCC1CCCC1)Nc1ccon1 | 0 | i | -6 | 0 | 2 | -6 | 0.3 | 3 | -0.3
C=CCc1cccc(/C=N/n2c(C)nnc2C)c1O | 0 | i | -7 | 3 | -3 | -7 | -0.1 | 22 | -0.6
COc1ccc(CNC(=O)c2cc(S(=O)(=O)N3CCCC3)cn2C)cc1 | 0 | i | -5 | -2 | -1 | -5 | 0.1 | -3 | 0.0
COc1ccc(S(=O)(=O)N(CC(=O)N2CCN(C)CC2)c2ccc(C)cc2)cc1OC | -8 | i | -10 | -3 | -3 | 7 | 1.0 | -3 | -1.5
CCCCn1c(CN2CCN(c3cccc(Cl)c3)CC2)nc2c1c(=O)n(C)c(=O)n2C | 0 | i | 71* | 0 | 1 | -1 | 0.4 | -15 | 0.5
O=C(Cn1cnc2c(OCc3ccccc3)ncnc21)NCc1ccccn1 | -6 | i | -6 | 1 | 0 | 6 | -1.5 | 2 | -0.9
CCn1c(CSc2nc3ccccc3s2)nnc1SCC(=O)c1ccc(O)cc1O | -4 | i | -6 | -2 | 6 | 3 | 0.4 | -68 | 0.3
CC(C)(C)C(=O)CSc1nnc(-c2cccs2)n1CC1CCCO1 (centres undefined) | -4 | i | -8 | 1 | -3 | -3 | -0.3 | -7 | -1.3
COc1ccc(CCNC(=O)CCc2cc(OC)c(OC)c(OC)c2)cc1 | -2 | i | -6 | -1 | 2 | -9 | 0.1 | -2 | 0.0
COc1ccccc1N1CCN(C(=O)C2CCN(C(=O)c3ccccc3C)CC2)CC1 | -3 | i | -5 | 1 | 4 | -4 | 0.6 | -11 | -0.5
CC1(C)OC(=O)C2=C(C[C@@H](CCC(F)(F)F)O[C@H]2c2ccc(F)cc2)O1 | -4 | i | 7 | 4 | -4 | -3 | -0.6 | -7 | -0.6
COCCNC(=O)Cn1c(=O)n(CCCC(=O)NCc2ccc3c(c2)OCO3)c(=O)c2sccc21 | 0 | i | -8 | 0 | -1 | -11 | -0.1 | 3 | 0.4
O=C(COC(=O)c1ccc([N+](=O)[O-])o1)NCCCc1ccccc1 | 3 | i | -4 | -1 | 2 | 9 | -0.1 | 4 | -0.1
CCN(CC)c1ccc(NC(=O)CN(C)Cc2cccs2)cc1 | -5 | i | 1 | 3 | 2 | -18 | 0.1 | 0 | -0.3
Cc1nnc(SCC(=O)NC(C)c2ccccc2)[nH]c1=O (centres undefined) | -6 | i | -4 | 4 | -2 | -11 | -0.7 | 22 | -1.1
Cc1onc(-c2c(F)cccc2Cl)c1C(=O)N1CCCC1 | -3 | i | -6 | 1 | 4 | 7 | 0.2 | 1 | 0.2

Screening data (PubChem)
